TRHR agonist = TRH receptor (human) agonism | P34981 | TRHR cells, calcium flux fluo-8, FDSS agonist mode | activation, % at 2 µM | 360,000 compounds, 0.18% hits; also: 0% is about no effect
Target sequence (P34981 whole entry, looked up): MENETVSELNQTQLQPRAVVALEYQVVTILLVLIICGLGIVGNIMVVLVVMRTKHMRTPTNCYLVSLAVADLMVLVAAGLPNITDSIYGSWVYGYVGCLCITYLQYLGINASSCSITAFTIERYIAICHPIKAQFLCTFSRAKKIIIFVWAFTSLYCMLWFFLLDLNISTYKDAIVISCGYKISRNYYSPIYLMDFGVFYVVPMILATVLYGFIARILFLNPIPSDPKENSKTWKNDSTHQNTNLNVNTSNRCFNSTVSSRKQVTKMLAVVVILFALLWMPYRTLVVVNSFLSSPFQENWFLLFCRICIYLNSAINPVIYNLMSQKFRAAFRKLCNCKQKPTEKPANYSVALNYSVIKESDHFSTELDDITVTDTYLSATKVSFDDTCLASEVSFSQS
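In this calcium-flux screen, cells bearing human TRHR are dye-loaded with fluo-8, baselined for 10 cycles, then exposed to library compounds; positive kinetic calcium responses during the agonist phase mark hits, with TRH as control.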
D1 agonist = human D1 receptor agonism; P21728; HEK293 T-REx D1 cells, calcium flux, agonist mode; activation, % at 2 µM; 360,000 compounds, 1% hits; AID 504660; also: 0% is about no effect
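Tetracycline-induced HEK293 TREx D1 cells, force-coupled to calcium signalling, were dye-loaded with a no-wash calcium kit. Compound was pin-added after a 10 s baseline. Fluorescence was read kinetically at 1 cycle/s for 180 s, with calcium rises flagged as agonism.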
D2 ag = agonists of human D2 dopamine receptor; P14416; HEK293 T-REx D2 cells, calcium flux agonist mode; activation, % at 2 µM; 340,000 compounds, 0.53% hits; AID 485358;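 active = activation over 3 SD above normal in the single-dose calcium agonist read, cut at about 30% in these data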; also: 0% is about no effect
Target sequence (P14416 whole entry, looked up): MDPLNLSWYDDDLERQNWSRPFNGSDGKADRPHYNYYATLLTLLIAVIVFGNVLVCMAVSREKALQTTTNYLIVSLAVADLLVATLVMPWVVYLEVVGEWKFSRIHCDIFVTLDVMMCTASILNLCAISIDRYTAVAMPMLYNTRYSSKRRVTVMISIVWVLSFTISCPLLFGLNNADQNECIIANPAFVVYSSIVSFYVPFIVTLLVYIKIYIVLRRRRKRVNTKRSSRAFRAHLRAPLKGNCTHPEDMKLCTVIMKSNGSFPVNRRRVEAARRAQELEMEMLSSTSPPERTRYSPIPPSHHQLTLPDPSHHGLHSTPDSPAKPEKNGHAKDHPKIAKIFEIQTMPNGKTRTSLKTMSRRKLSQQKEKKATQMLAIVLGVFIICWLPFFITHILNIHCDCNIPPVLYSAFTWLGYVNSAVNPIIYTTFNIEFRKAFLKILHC
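Calcium-flux readout, 1 cycle/sec over 180 s following compound pin transfer, in inducible HEK293 Trex D2 cells (force-coupled); dopamine controls included. Positive calcium responses during this window marked compounds as potential agonists.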
D1 potentiator = enhances dopamine response at the human D1 receptor; potentiation, % at 10 µM; AID 504651; 360,000 compounds, 0.036% hits; HEK293 TREx D1 cells, calcium flux, dopamine EC20 potentiation; P21728; in the data active = potentiation above about 30%; also: 0% is about no effect
D2 PAM = positively modulates the human D2 dopamine receptor allosterically | 340,000 compounds, 0.34% hits | P14416 | potentiation, % at 10 µM | AID 485347 | HEK293 T-REx D2, calcium flux, EC20 dopamine potentiation;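 active = potentiation over 3 SD above the plate norm, cut at about 30% in these data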; also: 0% is about no effect
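Potentiation of an EC20 dopamine calcium response measured kinetically over 180 s, after a preceding 180 s compound-only read flagging agonists. Cells: inducible Hek293 Trex D2 line, 4000/well, cultured overnight at 30 C before dye loading.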
RXFP1 antag = antagonists of human relaxin receptor RXFP1. HEK293-RXFP1, relaxin-stimulated cAMP HTRF, 30 min; stronger effect = lower value. AID 1259400. activity change, negative = inhibition, % at 57.5 µM. 350,000 compounds, 0.59% hits;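 active = activity change of -60% or lower, but not beyond a set lower limit; inconclusive = change between -60% and -40%, or beyond the set limit; inactive = change above -40%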; also: % is scaled to controls: 0 for no effect and ±100 for the full control effect
TRHR enhancer = allosteric enhancers of human TRH receptor | P34981 | TRHR cells, fluo-8 calcium fluorescence, EC20 TRH enhancement | enhancement, % at 2 µM | 360,000 compounds, 0.66% hits | AID 493056; in the data active = enhancement above about 30%; also: 0% is about no effect
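TRHR-expressing cells loaded with fluo-8 calcium dye were read kinetically (ex 480/em 530) during compound addition, then stimulated with an EC20 of TRH (10 nM final). Enhancement of the Gq-mediated intracellular calcium response was scored.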
D1 antagonist = antagonists of human D1 dopamine receptor | activity change, negative = inhibition, % at 10 µM | AID 504652 | 360,000 compounds, 3.2% hits | HEK293 TREx D1 cells, calcium flux, dopamine EC80; stronger effect = lower value; in the data active = activity change below about -30%; also: % is scaled to controls: 0 for no effect and ±100 for the full control effect
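Kinetic fluorescence of a calcium dye serves as the read-out. D1-expressing Hek293 Trex cells, induced overnight at 30 C, are exposed to compound for 180 s before an EC80 dopamine addition, then read 180 s further.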
D2 antag = D2 dopamine receptor (human) antagonism; HEK293 TREx D2 cells, calcium flux, dopamine EC80; 340,000 compounds, 2% hits; inhibition, % at 10 µM; in the data active = inhibition above about 30%; also: 0% is about no effect
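Calcium mobilization kinetics were recorded at 1 s intervals in tetracycline-induced HEK293 T-REx D2 cells, first for 180 s after compound addition and then 180 s after EC80 dopamine.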
* marks the source's active call; other numbers are inactive results; ? = inconclusive; nt = not tested or not shown. Rule as the data show it, unless noted: active = activation above about 30%; inactive = the rest. Only part of the results is shown; rates above refer to the full screens.

Preview:
The line under a structure holds: TRHR agonist	D1 agonist	D2 ag	D1 potentiator	D2 PAM	RXFP1 antag	TRHR enhancer	D1 antagonist	D2 antag
> Cc1cc(O)c2c3c(c(=O)oc2c1)CCC(C)C3 (configuration not stated)
    0.3	37*	-0.4	-5	7	5	-12	-35*	9
> CCC(=NCc1ccco1)c1c(O)n(-c2ccc(Cl)cc2)c(=O)[nH]c1=O
    -0.8	1	1.1	1	5	27	1	4	2

All compounds of this part, previewed entries included:
The line under a structure holds: TRHR agonist	D1 agonist	D2 ag	D1 potentiator	D2 PAM	RXFP1 antag	TRHR enhancer	D1 antagonist	D2 antag
> Cc1cc(O)c2c3c(c(=O)oc2c1)CCC(C)C3 (configuration not stated)
    0.3	37*	-0.4	-5	7	5	-12	-35*	9
> CCC(=NCc1ccco1)c1c(O)n(-c2ccc(Cl)cc2)c(=O)[nH]c1=O
    -0.8	1	1.1	1	5	27	1	4	2
> Cc1ccc(/C=C2/C(=O)NC(=O)N(CCc3ccc(F)cc3)C2=O)s1
    0.0	7	-0.7	-2	-3	-16	-8	-15	19
> O=C1NC(=O)C(=Cc2ccc(N3CCOCC3)o2)C(=O)N1
    7.1	8	21	-3	-5	-7	1	9	5
> O=c1[nH]c(O)c(C=Nc2ccccc2Sc2ccccc2)c(=O)[nH]1
    -0.2	2	-0.6	1	8	-5	-8	16	2
> NC1C2CN3CCN(C2)CC1(c1ccccc1)C3 (configuration not stated)
    0.5	3	1.3	-8	-6	7	1	-9	-13
> O=C(COc1ccc(Br)cc1)N1CCN(Cc2ccncc2)CC1
    -0.3	2	-0.2	0	9	-1	5	9	4
> CCOc1ccc([N+](=O)[O-])cc1CNCCc1ccccc1
    -0.4	2	0.1	0	-1	-6	-1	10	-15
> COc1ccc(Cl)cc1NC(=O)c1sc2nc3c(cc2c1N)N1CCC3CC1
    0.8	2	0.8	-1	10	7	2	-2	nt
> N#Cc1ccc(Cn2cc(C=O)c3ccccc32)cc1
    0.1	6	-0.2	-12	-1	0	2	2	0
> CCOC(=O)CC1=C(C(=O)OCC)C2(C(=O)N1)C(C(=O)OC)=C(N)Oc1ccccc12 (configuration not stated)
    0.4	2	-0.3	3	6	0	7	2	-7
> CCOC(=O)c1c(-n2c(C)cc(C=C3C(=O)NC(=O)NC3=O)c2C)sc2c1CCCC2
    1.3	4	1.8	-1	1	-22	-24	6	6
> O=CNc1ccc(OP(=O)(Oc2ccccc2)Oc2ccccc2)cc1
    0.3	-1	-0.9	-4	-8	-7	0	-6	7
> CN(CC(=O)Nc1ccccc1-c1ccccc1)C1CCCCC1
    -0.4	0	-1.2	1	13	-31	1	5	-15
> CC1CCCN(c2ccc(C(=O)N3CCC4(CC3)OCCO4)cc2[N+](=O)[O-])C1 (configuration not stated)
    -0.2	2	2.6	-8	6	-20	5	-9	-4

Reformatted: 9 of the compounds above.
SMILES,TRHR agonist,D1 agonist,D2 ag,D1 potentiator,D2 PAM,RXFP1 antag,TRHR enhancer,D1 antagonist,D2 antag
Cc1cc(O)c2c3c(c(=O)oc2c1)CCC(C)C3 (configuration not stated),0.3,37*,-0.4,-5,7,5,-12,-35*,9
CCC(=NCc1ccco1)c1c(O)n(-c2ccc(Cl)cc2)c(=O)[nH]c1=O,-0.8,1,1.1,1,5,27,1,4,2
Cc1ccc(/C=C2/C(=O)NC(=O)N(CCc3ccc(F)cc3)C2=O)s1,0.0,7,-0.7,-2,-3,-16,-8,-15,19
O=C1NC(=O)C(=Cc2ccc(N3CCOCC3)o2)C(=O)N1,7.1,8,21,-3,-5,-7,1,9,5
O=c1[nH]c(O)c(C=Nc2ccccc2Sc2ccccc2)c(=O)[nH]1,-0.2,2,-0.6,1,8,-5,-8,16,2
NC1C2CN3CCN(C2)CC1(c1ccccc1)C3 (configuration not stated),0.5,3,1.3,-8,-6,7,1,-9,-13
O=C(COc1ccc(Br)cc1)N1CCN(Cc2ccncc2)CC1,-0.3,2,-0.2,0,9,-1,5,9,4
CCOc1ccc([N+](=O)[O-])cc1CNCCc1ccccc1,-0.4,2,0.1,0,-1,-6,-1,10,-15
COc1ccc(Cl)cc1NC(=O)c1sc2nc3c(cc2c1N)N1CCC3CC1,0.8,2,0.8,-1,10,7,2,-2,nt

Later entries:
The line under a structure holds: TRHR agonist	D1 agonist	D2 ag	D1 potentiator	D2 PAM	RXFP1 antag	TRHR enhancer	D1 antagonist	D2 antag
> Nc1nnc(P(c2ccccc2)c2ccccc2)s1
    -1.1	0	-0.3	-2	-2	-3	17	6	4
> O=C1C=C2C=C[C@H]3C[C@]2(O1)[C@@H]1CCCCN13
    0.3	-3	nt	-4	nt	nt	2	-1	nt
> CCCn1c(C)cc(C=O)c1C
    0.5	8	1.1	-1	-2	-9	-1	0	-3
> COc1ccc(CCNC(=O)c2c(N)n(CCN3CCOCC3)c3nc4ccccc4nc23)cc1OC
    0.8	3	1.5	-7	7	-4	7	-7	0
> N#Cc1ccccc1NC(=O)c1cccn(Cc2ccccc2)c1=O
    0.3	-1	0.6	1	17	nt	-1	nt	nt
> Cc1cc(S(=O)(=O)NCC(C)C)ccc1OCC(=O)N1CCN(Cc2ccccc2)CC1
    -0.3	8	-0.4	-5	4	-5	11	-28	-20
> CC(=O)O[C@H]1C(=O)[C@@]2(C)C([C@H](OC(=O)c3ccccc3)[C@]3(O)C[C@H](OC(=O)[C@H](O)[C@@H](NC(=O)Cc4ccccc4)c4ccccc4)C(C)=C1C3(C)C)[C@]1(OC(C)=O)CO[C@@H]1C[C@@H]2O (some centres not stated)
    0.4	4	-0.8	4	8	6	2	9	-15
> CCOC(C(=O)OCC(O)CN(CC)CC)(c1ccccc1)c1ccccc1 (configuration not stated)
    -0.1	9	-0.1	-6	-12	0	-3	-1	6
> CS(=O)(=O)N1CCCC(C(=O)N2CCC3(CC2)OCCO3)C1 (configuration not stated)
    -0.1	1	0.6	-1	5	1	10	-34*	-3
> Cn1c(O)c(C=NCCN2CCN(C(=O)Nc3ccccc3)CC2)c(=O)n(C)c1=O
    0.7	0	0.6	-3	-7	3	-19	13	-2
> O=C1C2CCN(CC2)[C@@H]1Cc1ccc2ccccc2c1O
    -0.7	16	1.3	1	nt	-14	6	14	12
> O=Cc1cn(Cc2ccccc2[N+](=O)[O-])c2ccccc12
    1.5	8	0.4	-5	12	-12	-7	-9	-13
> CC(=O)NC1CC2CCC(C1)N2 (configuration not stated)
    0.8	2	0.4	-4	36*	1	1	-8	12
> c1ccc(CNCCc2ccc3c(c2)OCO3)nc1
    0.3	-2	0.3	-6	-3	-1	2	-8	-6
> O=c1[nH]c(=S)[nH]c(O)c1C(c1ccccn1)c1c(O)[nH]c(=S)[nH]c1=O
    0.4	3	2.1	-9	3	-4	6	1	14
> CCCCCn1c(=O)c(C(=O)Nc2cc(C)ccn2)c(O)c2ccccc21
    0.2	0	-0.2	4	-4	4	4	2	-4
> O=c1[nH]c(=S)n(Cc2ccc(F)cc2)c(O)c1C=NCc1ccc2c(c1)OCO2
    0.1	2	0.3	7	20	6	2	1	5
> c1cnc2c(c1)ccc1ncccc12
    -0.5	1	0.5	-3	7	1	5	-1	10
> N#CSCC(=O)N1c2ccccc2CCc2ccccc21
    -0.8	0	1.7	-4	2	?	-7	0	9
> N=c1sccn1Cc1ccc(Cl)cc1Cl
    -0.1	10	-0.5	0	8	-4	5	-3	-3
> CCCCCCOC(=O)c1ccccc1N
    -0.9	1	nt	5	nt	1	-3	-14	nt
> Cc1cccc(-n2c(/C=C/c3cn(C)c4ccccc34)nc3ccccc3c2=O)c1
    0.0	1	-0.1	-1	-4	nt	9	-1	nt
> Cc1cc(C=O)c(C)n1C1CCCCC1
    -0.7	0	-0.1	-1	10	-10	-13	13	3
> CC12CN3CCN(C1)CC(C)(C3)C2=NN
    0.0	1	nt	-4	nt	-11	-6	3	nt
> O=C1CC(=O)N(c2cccc(Cl)c2)C(=O)N1
    0.4	0	0.4	2	2	13	12	-2	-35
> O=C(C1CC(=O)N(c2ccc(F)c(Cl)c2)C1)N1CCC2(CC1)OCCO2 (configuration not stated)
    -0.4	2	nt	-5	nt	-7	-3	25	nt
> COP(=O)(OC)C(NC(=O)/C=C/c1ccccc1)C(Cl)(Cl)Cl (configuration not stated)
    0.0	1	-0.2	-3	-8	10	0	9	19
> Fc1ccccc1N1CCN(Cc2c(F)cccc2F)CC1
    -1.2	0	36*	-1	-17	0	37*	2	21
> Cc1c(Cl)cccc1N1C(=O)NC(=O)/C(=C\c2cc(C)n(-c3cccc(C(=O)O)c3C)c2C)C1=O
    0.9	3	0.5	-4	-3	8	-8	0	-13
> O=C1CCN(C(=O)CCCn2c(=O)oc3ccccc32)CC1
    0.8	1	1.8	-2	8	-16	-1	12	-7
> O=Cc1cn(Cc2cccc([N+](=O)[O-])c2)c2ccccc12
    -1.1	17	-1.7	-1	10	0	0	-7	-11
> COC(=O)C1=C(c2ccccc2OCc2ccccc2)C[C@@H]2CC[C@H]1N2C(=O)NCc1ccc(C(F)(F)F)cc1
    0.3	0	0.5	1	-8	nt	-1	nt	-7
> COc1ccc(C(=O)N2CCOCC2)cc1S(=O)(=O)N1CCC(C)CC1
    0.1	2	0.5	-5	0	-8	-3	-9	-3
> CCOC(=O)C1(CCc2ccccc2)CCN(Cc2cccc3c2OCO3)CC1
    -5.4	2	-0.4	-8	-23	?	0	-42*	47*
> CC(O)CNc1ccc([N+](=O)[O-])c2cccnc12 (configuration not stated)
    0.6	0	1.1	-1	6	0	1	-19	-1
> C1=C(c2c[nH]c3ccccc23)CCNC1
    2.0	3	1.6	-3	-16	nt	4	-3	42*
> CCC(=NCCN1CCOCC1)c1c(O)n(C2CCCCC2)c(=O)[nH]c1=O
    -0.5	0	0.6	8	-18	-10	0	-2	-6
> C=CCn1c(O)c(/C(C)=N/N2CCCCCC2)c(=O)[nH]c1=O
    0.1	2	0.1	0	3	-7	4	-20	-12
> CCOc1ccc(CC2C(=O)NC(=O)N(c3ccc(CC)cc3)C2=O)cc1 (configuration not stated)
    -0.4	4	0.0	-1	-8	5	1	0	4
> CCN1C(=O)C(=Cc2ccc(C)s2)C(=O)N(CC)C1=S
    1.5	3	0.7	-4	-11	-6	2	-1	-19
> O=C(CN1CCOCC1)NCC(=O)Nc1ccc(Br)cc1C(=O)c1ccccc1
    0.0	0	0.3	0	1	4	-1	3	4
> Cc1nn(Cc2ccccc2Cl)c(Cl)c1C(=O)O
    0.2	4	0.0	-6	5	19	8	2	8
> O=C(Cn1cc(C(=O)c2ccccc2)c2ccccc21)NCc1ccco1
    -2.0	7	0.1	-5	11	6	56*	-17	-5
> Cc1nc2ccc(Cl)cc2c(-c2ccccc2)c1C(=O)O
    0.6	1	3.8	-7	11	0	-8	-22	-24
> COC(=O)C(O)(c1ccc(NC(=S)NC(=O)c2ccc(Cl)cc2Cl)cc1)C(F)(F)F (configuration not stated)
    2.8	31*	11	-8	32*	-24	3	-32*	0
> COc1c(C=C2C(=O)NC(=O)NC2=O)c(CCN(C)C(=O)c2ccccc2)cc2c1OCO2
    0.2	4	0.2	-1	-3	nt	-6	-6	-3

Compound activity (PubChem BioAssay)
